# Screening data (PubChem)
# S3 lipid droplet: qHTS Assay for Lipid Storage Modulators in Drosophila S3 Cells. Drosophila S3 cells, BODIPY lipid droplet fluorescence, 18-24 h; cells fed with added oleic acid. Potency in µM for hits, for the others lipid storage change, negative = inhibition, % at the top dose, mostly 46.1 µM. actives 0.64% (n = 320,000); active = well fitted inhibition curve with a large enough effect in the signal ratio, with a control signal flat, not every such curve was filed as active; inconclusive = small, poorly fitted or top-dose-only effect, or effect the other way, or a change in a side signal; the % refers to the signal ratio
#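 Drosophila S3 cells got compounds at several concentrations plus oleic acid (400 uM solution). Laser-scanning cytometry with 488 nm excitation read lipid droplets at 500-530 nm and cells at 575-640 nm. Percent activity was relative to 20 uM Triacsin C.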
# S3 lipid droplet cell count max: also measured in S3 lipid droplet; calls as there; cell number change, %; measured here: cell count max response;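 cells counted by Cell Tracker Red CMTPX staining in the red channel; peak over a dose series mostly up to 46.1 µM; percent activity relative to internal control wells on each plate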
# * hit, by the source's call; i = inactive; ? = inconclusive; nt = not tested or not shown; [ ] = another dose, or the depositor's remark. % is set by controls: 0 for no effect and ±100 for the full control effect; potency is the fitted concentration of half-maximal effect. A portion of the library (hit frequency here may not be typical).
# Each structure is followed by: S3 lipid droplet	S3 lipid droplet cell count max
> O=C(NCc1ccc(F)cc1)c1ccc(Cl)c(NC2=NC3CS(=O)(=O)CC3S2)c1 (stereo not given)
  5.3%	-0.9
> O=[N+]([O-])c1ccc(/C=N/Nc2nc(N3CCOCC3)nc(N3CCOCC3)n2)cc1
  0.0%	7.2
> O=C(CC1OC(=O)c2ccccc21)NNC(=O)c1ccc(F)cc1 (stereo not given)
  ?	nt
> C=CCNC(=O)c1cc(-c2cccnc2)nc2ccccc12
  0.5%	3.5
> CC1=NN(c2ccccc2)C(=O)C1N=Nc1ccccc1 (stereo not given)
  ?	nt
> CCCC1(C(=O)OC)NC(c2cc(OC)c(OC)c(OC)c2)C2C(=O)N(CC)C(=O)C21 (stereo not given)
  -4.4%	-0.9
> O=C(Nc1ccccc1)c1nn(-c2cccc(C(F)(F)F)c2)ccc1=O
  8.7%	-4.0
> Cc1ccc(-c2nc(NC(=O)c3nn(C)cc3[N+](=O)[O-])sc2C)cc1
  i	27.2
> Cc1ccccc1/C=C1\Sc2ccc(C(=O)N3CCN(c4ccccn4)CC3)cc2N(C)C1=O
  ?	nt
> COc1ccc(-c2cc(C(=O)OCC(=O)N3CCCC3)c3ccccc3n2)cc1
  i	2.9
> NC(=O)c1cc(C(=O)c2ccccc2Cl)c[nH]1
  ?	nt
> c1ccc(-c2nc(-n3nc4ccccc4n3)nc3ccccc23)cc1
  ?	nt
> CC(C)CC(=O)Nc1ccc(N2CCOCC2)cc1
  -3.0%	-6.7
> CC1=CC=CN2CC(O)CN=C12 (stereo not given)
  -16.7%	0.4
> O=C1C2C3C=CC(C3)C2C(=O)N1CN(Cc1ccccc1)CN1C(=O)C2C3C=CC(C3)C2C1=O (stereo not given)
  ?	nt

# Continued.
# Each structure is followed by: S3 lipid droplet	S3 lipid droplet cell count max
> Cc1ccc(NC(=O)CCCN2C(=O)c3cccc4cccc(c34)C2=O)cc1
  0.0%	-6.6
> CC(=O)Nc1ccccc1C(=O)C(=O)Nc1ccc(C)c(F)c1
  -0.8%	-0.3
> O=C(CO/N=C/c1ccc(OC(F)F)cc1)NC1CCCC1
  -3.8%	-6.1
> O=S(=O)(NCCC1=CCCCC1)c1c(Cl)cccc1Cl
  i	nt
> Cc1ccc(CNC(=O)c2ccc(S(=O)(=O)N3CCCCC3)cc2)cc1
  ?	nt
> Cc1nc([N+](=O)[O-])c(Sc2nc3ccccc3[nH]2)n1Cc1ccccc1
  ?	nt
> Cc1cccnc1NC(=O)CNC(=O)c1cccs1
  ?	nt
> Nc1c(Br)cc2oc(-c3ccccc3)nc2c1Br
  -14.3%	nt
> COc1ccc(NC(=O)COC(=O)CNC(=O)C2CCCCC2)cc1
  ?	nt
> CC1CN(S(=O)(=O)c2cccc(C(=O)OC/C(O)=C(\C#N)c3nc4ccccc4[nH]3)c2)CC(C)O1 (stereo not given)
  ?	nt
> Nc1nnc(SCC(=O)NC23CC4CC(CC(C4)C2)C3)s1
  ?	nt
> CCc1ccc(/C(C)=N/NS(=O)(=O)c2ccc(OC)cc2)s1
  ?	nt
> C=CCN1C(=O)/C(=C2/Sc3ccccc3N2C)SC1=Nc1c(C)n[nH]c1C
  i	nt
> CCN1CCN(C(=O)C2CCC(=O)N(Cc3cccc(C(F)(F)F)c3)C2)CC1 (stereo not given)
  -9.4%	14.0
> COc1ccc2[nH]c(=O)c(CN(C(=O)c3ccccn3)c3ccccc3)cc2c1
  17.5%	0.9

# The list goes on:
# Each structure is followed by: S3 lipid droplet	S3 lipid droplet cell count max
> CCOc1ccccc1NC(=O)c1cc(-c2ccncc2)nc2c(Cl)cccc12
  ?	nt
> CCOC(=O)c1c(C)nc2ccccn12
  ?	nt
> COc1ccccc1OCc1n[nH]c(=S)n1Cc1ccccc1
  0.4%	-6.8
> NC(=O)CC(NC(=O)Cc1cccc2ccccc12)c1ccc(NC2CCCCCC2)c([N+](=O)[O-])c1 (stereo not given)
  -13.9%	-14.8
> O=C(Cn1ccc2ccccc2c1=O)NCC1COc2ccccc2O1 (stereo not given)
  i	nt
> CCn1c(C(c2ccccc2)c2ccccc2)n[nH]c1=S
  ?	nt
> O=C1CC(c2ccccc2)C(C(=O)O)N1 (stereo not given)
  ?	nt
> C=CCn1c(SCC(=O)N2CCOCC2)nnc1C(C)NC(=O)c1ccccc1 (stereo not given)
  -6.6%	7.1
> O=S(=O)(NCC(c1ccco1)N1CCN(c2ccccc2F)CC1)c1ccc(F)cc1 (stereo not given)
  ?	nt
> CCOC(=O)C1=C(O)/C(=C/N(C)C)N=C1C
  ?	nt
> Cc1ccc(C(=O)NCC(=O)Nc2cc(C)ccn2)cc1
  ?	nt
> O=C(NCc1ccccc1)N(Cc1cc2cc3c(cc2[nH]c1=O)OCO3)CC1CCCO1 (stereo not given)
  ?	nt
> COc1ccc2oc(=O)c(C(=O)N3CCN(C(=O)c4ccco4)CC3)cc2c1
  ?	nt
> CCCOc1cccc(-c2cc(C(=O)NNC(=S)NCC)c3ccccc3n2)c1
  i	8.6
> FC(F)(F)c1cccc(Sc2cc(C(F)(F)F)nc(-c3ccccn3)n2)c1
  8.6%	-17.0

# A second format for part of the listing above.
CCOC(=O)c1c(C)nc2ccccn12
  S3 lipid droplet: ?	S3 lipid droplet cell count max: nt
C=CCn1c(SCC(=O)N2CCOCC2)nnc1C(C)NC(=O)c1ccccc1 (stereo not given)
  S3 lipid droplet: -6.6%	S3 lipid droplet cell count max: 7.1

# (listing goes on)
# Each structure is followed by: S3 lipid droplet	S3 lipid droplet cell count max
> Cc1ccc(-n2nc3c(c2NC(=O)c2ccc4c(c2)OCO4)CS(=O)C3)cc1 (stereo not given)
  ?	nt
> COc1ccccc1N1CCN(C(=O)c2ccc3c(c2)CCN3S(C)(=O)=O)CC1
  ?	nt
> Nc1nonc1-n1nnc(C(=O)N/N=C/C=C/c2ccccc2)c1CSC1=NCCS1
  2.4%	10.5
> CCOc1ccc(-c2nc(CCl)cs2)cc1OC
  ?	nt
> CC(=O)c1cc(CN2CCCCC2)cc(OC(C)C)c1
  ?	nt
> COc1cc2c(cc1OC)C(C)N(C(=O)c1cccs1)CC2 (stereo not given)
  ?	nt
> C[C@@H]1NC(=O)[C@H](CCCN=C(N)N)NC(=O)c2cc([N+](=O)[O-])cc(I)c2OCC[C@@H](C(=O)NC(CC(=O)O)C(N)=O)NC1=O (stereo not given in full)
  -8.7%	-13.3
> CCNC(=O)c1sccc1-n1cccc1
  i	-7.0
> C=CCSc1ncc(C#N)c(N)n1
  5.5%	6.0
> O=C1c2ccccc2-c2c1cccc2C(=O)N1CCCCCC1
  ?	nt
> CCOc1ccc(S(=O)(=O)N2CCC(C(=O)NCc3ccncc3)CC2)cc1C
  ?	nt
> COc1cc([N+](=O)[O-])ccc1NC(=O)COC(=O)c1ccc(NC(N)=O)cc1
  ?	nt
> CCOC(=O)c1c(N2C(=O)Nc3ccccc3N2O)sc2c1CCCC2
  15.0%	10.1
> CC(C)C(NS(=O)(=O)c1cccc(C(F)(F)F)c1)C(=O)N1CCc2ccccc2C1 (stereo not given)
  ?	nt
> CC(C)c1[nH]nc2c1C(c1cccc(OC(=O)N3CCOCC3)c1)C(C#N)=C(N)O2 (stereo not given)
  i	nt

# Compound profiles (already shown).
# O=C1c2ccccc2-c2c1cccc2C(=O)N1CCCCCC1 in the list: S3 lipid droplet: ?; S3 lipid droplet cell count max: nt
# CC(C)C(NS(=O)(=O)c1cccc(C(F)(F)F)c1)C(=O)N1CCc2ccccc2C1 (stereo not given) in the list: S3 lipid droplet: ?; S3 lipid droplet cell count max: nt

# Next structures
# Each structure is followed by: S3 lipid droplet	S3 lipid droplet cell count max
> Cn1c(COc2ccc(Cl)cc2Cl)nnc1SCC(=O)NCC1CCCO1 (stereo not given)
  7.0%	23.1
> COC(=O)c1c(S(=O)(=O)N2CCOCC2)c(C)n(C)c1C
  ?	nt
> Cc1cccc(N2C(=O)CC(c3ccc(F)cc3)C3=C2COC3=O)c1 (stereo not given)
  ?	nt
> O=C(Nc1cccc(O)c1)c1cc(-c2cccs2)on1
  ?	nt
> CCN(C(=O)C1CCCN1S(=O)(=O)c1cccc2nsnc12)c1ccccc1 (stereo not given)
  ?	nt
> Cc1ccc(-n2nnnc2C(=Cc2ccc(N(C)C)cc2)c2nnnn2-c2ccc(C)cc2)cc1
  1.6%	-0.8
> COc1ccccc1NS(=O)(=O)c1ccc(N/N=C/c2ccccc2OCC(=O)O)c([N+](=O)[O-])c1
  0.3%	-1.9
> CC1CN(C(=O)c2cc(-c3ccc(Cl)s3)nc3ccccc23)CC(C)O1 (stereo not given)
  ?	nt
> CC(C)C(C)(C#N)NC(=O)CSc1nc(C2CCCCC2)n(-c2ccccc2)n1 (stereo not given)
  ?	nt
> CCN1CCN(C(=S)c2ccc(-c3ccccc3)cc2)CC1
  -4.6%[9.22 µM]	-3.0
> N/C(=N\OC(=O)c1cc([N+](=O)[O-])ccc1Cl)c1cccnc1
  -20.1%	-8.9
> CC(/C=C/c1ccco1)=N\NC(=O)C(O)c1ccccc1 (stereo not given)
  ?	nt
> CC(C)CCNC(=O)c1cnn2c(C(F)(F)F)cc(-c3ccco3)nc12
  i	-21.6
> O=C(NCc1ccco1)Nc1ccc2snnc2c1
  ?	nt
> Cc1ccc(/S(C)=N/S(=O)(=O)c2ccc(C)cc2)cc1 (stereo not given)
  -8.7%	-14.9

# The listing continues.
# Each structure is followed by: S3 lipid droplet	S3 lipid droplet cell count max
> COC(=O)C1=C(C)N(CCc2ccc(OC)cc2)C(=O)C1
  -14.7%	nt
> CC(=O)c1c(C)[nH]c(C(=O)N2CCCCCC2)c1C
  3.9%	1.8
> O=C(c1ccc2c(c1)OCCCO2)c1cccs1
  16.9%	-1.7
> CCC(=O)Nc1cccc(C2=NOC3(C2)C[C@@H](C(N)=O)N(C(=O)c2cc([N+](=O)[O-])cc([N+](=O)[O-])c2)C3)c1 (stereo not given in full)
  -5.5%	0.5
> O=C1CNc2ccc(C(=O)N3CCN(c4ccccn4)CC3)cc2N1
  i	11.0
> CN(Cc1cccs1)C(=O)c1cccc(S(=O)(=O)N2CCCCCC2)c1
  ?	nt
> C=CCNC(=S)NCc1ccccc1OC
  5.1%	19.2
> CCOc1ccc(N2C(=O)CN(O)C=C3N=c4ccccc4=C32)cc1
  ?	nt
> O=C(O)C1Cc2ccccc2CN1C(=O)c1ccco1 (stereo not given)
  -15.2%	6.2
> O=C(CCNC(=O)c1ccc(Cl)cc1)NCC(c1ccco1)N1CCCC1 (stereo not given)
  ?	nt
> Cc1c(C(=O)c2ccc(Cl)cc2Cl)cnc2cc3c(cc12)OCO3
  ?	nt
> CC(C)Cc1nnc(NC(=O)C2CCN(C(=O)c3ccc(F)cc3)CC2)s1
  i	nt
> Cc1ccc(S(=O)(=O)NCC(c2ccc3c(c2)OCO3)N2CCN(c3ccccc3)CC2)cc1 (stereo not given)
  i	-19.6
> Cc1ccn(CCNC(=O)C2CCC(=O)N(CCc3ccc(Cl)cc3)C2)n1 (stereo not given)
  ?	nt
> Cc1ccc(/C=N/NC(=O)c2ccc3nc[nH]c3c2)o1
  ?	nt

# Next records follow.
# Each structure is followed by: S3 lipid droplet	S3 lipid droplet cell count max
> COc1cc(NC(=O)C/C(C)=N/NC(=O)C2CCCCC2)c(OC)cc1Cl
  ?	nt
> CCC(C)N1CCNCC1 (stereo not given)
  i	2.6
> Cc1ccc2c(c1)C(c1ccccc1)N(C(=O)c1ccc(Br)o1)CC(=O)N2 (stereo not given)
  -17.8%	-7.4
> Cc1ccc(C2(C)NC(=O)N(CC(=O)Nc3ccccc3C(=O)N3CCCCC3)C2=O)cc1 (stereo not given)
  ?	nt
> COc1c(Cl)cc(Br)c(OC)c1C(=O)NC(=O)Nc1nc(C)cc(C)n1
  -0.4%	6.0
> COCCCn1c(=O)c2sccc2n2c(CCCC(=O)NCc3ccc(F)cc3)nnc12
  ?	nt
> O=C(COC(=O)c1ccc2ncsc2c1)Nc1ccc(Cl)cc1
  -1.9%	1.6
> NC(=O)c1ccc(NC(=O)CSc2nnc(-c3cccnc3)n2Cc2ccco2)cc1
  ?	nt
> COc1ccc2[nH]c(=O)c(C(=O)O)cc2c1
  ?	nt
> Cc1c(C(=O)Cc2ccccc2)n(C)c2ccccc12
  ?	nt
> CCOc1cc(S(=O)(=O)n2ccnc2)ccc1Cl
  ?	nt
> C[C@@H](NC(=O)Cn1ccc(NC(=O)OCc2ccccc2)nc1=O)c1cccc2ccccc12
  ?	nt
> Cc1cc(Br)ccc1OCCNCc1ccccc1
  ?	nt
> CCc1nnc(NC(=O)c2ccc(OCc3c(C)noc3C)c(OC)c2)s1
  2.9%	-24.5
> O=C1c2ccccc2C(=O)N1CCc1nc(-c2cccnc2)no1
  ?	nt

# Going on with the list:
# Each structure is followed by: S3 lipid droplet	S3 lipid droplet cell count max
> CC1(c2ccc(Cl)cc2)NC(=O)N(CC(=O)Nc2cccnc2Cl)C1=O (stereo not given)
  14.4%	14.8
> CSc1nc2ccc(NC(=O)c3ccc(=O)n(C)n3)cc2s1
  ?	nt
> Cc1cc(O)ccc1NS(=O)(=O)c1ccc2c3c(cccc13)C(=O)N2
  0.366µM*	-0.9*
> CCCCc1c(O)nc(SCC(=O)Nc2cccc3ccccc23)n(-c2ccccc2OC)c1=O
  20.6µM*	14.5*
> CCOc1ccc(C(=O)Cc2ccc3oc(C(=O)O)cc3c2)c(O)c1
  ?	nt
> CCc1cc(C)cc(OCCNC(=O)c2cncc(Br)c2)c1
  ?	nt
> NS(=O)(=O)c1cccc(NC(=O)c2cc(=O)c3ccccc3o2)c1
  14.2%	16.8
> O=C(O)C1Cc2[nH]cnc2C(c2ccc(F)cc2)N1 (stereo not given)
  ?	nt
